# Compound activity: PubChem, several laboratories
# Y pestis TopoI: Yersinia pestis topoisomerase I inhibitors, primary screen, biochemical, cleavage product accumulation, plate reader, single point; DNA topoisomerase I (Yersinia pestis CO92); Y. pestis Topo-I cleavage product accumulation; activity, % at 10 µM; 360,000 tested, 0.064% active; AID 504884, 2011; in the data active means activity above about 50%, passing the limit was not always enough; further: inactives centre near 2
# PfHsp40 yeast: rescue of yeast from PfHsp40 toxicity, primary screen, S. cerevisiae, ATP luminescence; 340,000 tested, 0.68% active; growth rescue, % at 12.5 µM; S. cerevisiae expressing PfHsp40, growth rescue; in the data active means growth rescue above about 28%, passing the limit was not always enough;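 further: yeast W303a lacking pdr1 and pdr3 grown in galactose medium; growth measured after three days at 30 °C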
# SSB-PriA inh: inhibitors of Klebsiella pneumoniae PriA binding to SSB C-terminal tail, primary screen, biochemical, AlphaScreen; PriA–SSB C-terminal tail interaction (Klebsiella pneumoniae); AlphaScreen SSBct-PriA binding, biotinylated peptide; inhibition, % at 33 µM; 430,000 tested, 0.6% active; AID 1272365, 2023; in the data active means inhibition mostly above about 37%, no sharp cut-off; inactive means mostly below about 20%;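 further: plate controls were negative control peptide for no effect and reference peptide for full effect; strong numbers were not always called active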
# Anthrax LF prot: Bacillus anthracis LF protease inhibitors, primary screen, biochemical, multiplex microsphere, MLPCN library. AID 588501, 2011. inhibition, % at 10 µM. multiplex microsphere protease cleavage assay. 360,000 tested, 0.12% active; further: plate controls were buffer without enzyme for full effect and enzyme alone for no effect
# TcdB GH inh: TcdB glycohydrolase inhibitors, primary screen, biochemical, single point, plate reader. 350,000 tested, 0.24% active. Toxin B (Clostridioides difficile), P18177. TcdB glycohydrolase enzymatic assay. inhibition, % at 9.99 µM; in the data active means inhibition above about 10%
# SARS 3CLpro inh: SARS-CoV 3CLpro protease inhibitors, primary screen, biochemical, quenched FRET; recombinant SARS-CoV 3CLpro, quenched FRET peptide cleavage; inhibition, % at 6 µM; 290,000 tested, 0.14% active; AID 1706, 2009; in the data active means inhibition above about 12%
# PrPC surface inh: inhibitors of human cell surface prion protein PrPC, primary screen, cell-based, TR-FRET | Major prion protein (Homo sapiens), P04156 | inhibition, % at 13.8 µM | 370,000 tested, 0.43% active | TR-FRET read-out | AID 720596, 2013; in the data active means inhibition above about 24%; further: 0% = median of the test wells and 100% = reference compound wells
# BH1578 lux ind: inducers of Vibrio cholerae quorum light production without autoinducers, primary screen, BH1578 luxS cqsA deficient, single point; V. cholerae BH1578 lux reporter, luminescence, 6 h; activation, % at 18.7 µM; 350,000 tested, 0.16% active; in the data active means activation mostly above about 9.7%, no sharp cut-off; further: not every result past the cut was called active; inactives centre near 0; reference of the scale not given here
# BoNT-A LC inh2: BoNT/A light chain protease inhibitors, primary screen, biochemical, flow cytometry, MLPCN library | Botulinum neurotoxin type A light chain protease (Clostridium botulinum A str. ATCC 3502) | multiplex microsphere protease substrate cleavage | inhibition, % at 10 µM | 360,000 tested, 0.17% active | AID 588499, 2011; further: plate controls were buffer without enzyme for full effect and enzyme alone for no effect
# An asterisk follows results filed as active; i = inactive; . = not tested or not shown; & = joins results of further samples. Unless noted, no stated cut-off is given here; in the data, active means inhibition above about 30%; inconclusive means no clear call, values can overlap the other calls; inactive means below that. Only part of the results is shown; the hit share may differ from the screen's.
SMILES,Y pestis TopoI,PfHsp40 yeast,SSB-PriA inh,Anthrax LF prot,TcdB GH inh,SARS 3CLpro inh,PrPC surface inh,BH1578 lux ind,BoNT-A LC inh2
O=C(O)c1sccc1S(=O)(=O)c1ccccc1,2,-0.4,-12,2,.,-4,-1,0.5,0.3
CC(=O)N1CCc2cc([N+](=O)[O-])ccc21,0,-1.5,-12,-6,1.0,.,-22,i,0.2
Cn1c(=O)c2c(ncn2CC(=O)N(Cc2ccccc2)c2ccccn2)n(C)c1=O,3,-0.4,5,0,.,9,3,i,0.4
CCn1c(C)nnc1SCC(=O)Nc1ccc(C(C)=O)cc1,15,-0.5,-7,-3,0.0,-1,2,i,-3.3
CN(c1ccc(C(=O)NCc2ccccn2)cc1)S(C)(=O)=O,-3,-0.5,-9,-8,.,5,7,-0.4,-1.5
COc1ccc(CN2CCNC(=O)C2CC(=O)NC2CCCCCC2)cc1C (stereo not given),10,-0.2,0,-6,0.0,1,-1,-3.1,-1.1
O=C1CCN(C(=O)CSc2ccc(Cl)cc2)N1,2,1.5,-10,-1,0.3,1,-2,i,0.2
O=C(c1ccncc1)N1c2ccccc2Sc2ccccc21,-14,0.6,-6,-9,3.5,3,-7,i,-0.2
Cc1ccc(CSc2nsc(C)c2C#N)cc1,21,1.1,8,-1,1.9,0,7,i,-3.6
Cc1nnc(-c2ccccc2)c(=O)n1/N=C/c1c(O)ccc2ccccc12,-8,2.2,.,6,.,1,13,-0.1,4.4
O=C(NCCN1CCN(C(=O)NC2CCCCC2)CC1)NC1CCCCC1,-3,-1.4,-8,-3,.,5,2,i,-0.3
Cn1nc(C(=O)Nc2nc(-c3ccc(F)cc3)cs2)ccc1=O,1,-1.7,4,-4,1.4,1,6,-3.7,0.3
Cn1c(=NC(=O)CS(=O)(=O)c2ccccc2)sc2cc([N+](=O)[O-])ccc21,5,-0.3,-10,-1,2.6,.,-15,-1.4,-4.9
CCC(CC)C(=O)NCc1ccccc1Cl,-4,-0.3,-6,0,.,-3,4,5.0,0.7
COc1cccc(N2CCN(CC(=O)NC(=O)NCc3ccco3)CC2)c1,5,-0.7,-3,-1,1.0,0,-9,-1.0,0.0

# Whole records, quoted from the list. Screens in order: Y pestis TopoI	PfHsp40 yeast	SSB-PriA inh	Anthrax LF prot	TcdB GH inh	SARS 3CLpro inh	PrPC surface inh	BH1578 lux ind	BoNT-A LC inh2
# Shown for Cn1c(=O)c2c(ncn2CC(=O)N(Cc2ccccc2)c2ccccn2)n(C)c1=O = 3	-0.4	5	0	.	9	3	i	0.4
# Shown for O=C(c1ccncc1)N1c2ccccc2Sc2ccccc21 = -14	0.6	-6	-9	3.5	3	-7	i	-0.2
# Shown for O=C(O)c1sccc1S(=O)(=O)c1ccccc1 = 2	-0.4	-12	2	.	-4	-1	0.5	0.3
# Shown for COc1ccc(CN2CCNC(=O)C2CC(=O)NC2CCCCCC2)cc1C (stereo not given) = 10	-0.2	0	-6	0.0	1	-1	-3.1	-1.1
# Shown for Cn1c(=NC(=O)CS(=O)(=O)c2ccccc2)sc2cc([N+](=O)[O-])ccc21 = 5	-0.3	-10	-1	2.6	.	-15	-1.4	-4.9

# (further entries)
SMILES,Y pestis TopoI,PfHsp40 yeast,SSB-PriA inh,Anthrax LF prot,TcdB GH inh,SARS 3CLpro inh,PrPC surface inh,BH1578 lux ind,BoNT-A LC inh2
COCCNC(=O)c1cccc(NS(=O)(=O)c2cccc3cccnc23)c1,6,-1.0,-8&-10,1,.,1,-1,0.1,-0.5
CC1CCCCN1S(=O)(=O)c1ccc(S(=O)(=O)NCCc2ccncc2)cc1 (stereo not given),9,-1.3,-2,-4,1.1,-1,7,1.6,0.4
C=C(C)C1CC=C(C)/C(=N/NC(=O)COc2ccccc2Cl)C1 (stereo not given),1,-1.7,.,-2,1.9,7,-1,-0.3,-1.6
COc1ccccc1NC(CC(=O)c1ccccc1)C(=O)OCC(=O)c1ccc(C)cc1 (stereo not given),31,-0.7,-10,-1,0.6,0,0,-2.0,-1.6
O=c1[nH]c2ccccc2n2cnnc12,2,-0.5,-5,-7,1.7,-1,-3,-0.2,-0.3
O=c1[nH]c(N/N=C/c2ccccc2)nc2ccccc12,7,-0.5,.,-4,.,0,3,i,-2.0
CSC1=N/C(=C\c2ccc(F)cc2)C(=O)S1,-10,1.1,-10,-2,.,8,10,i,0.1
CN(C)C1=NCCN1CCCC1CCCCC1,2,-1.3,-3,9,-0.8,.,-7,i,-0.2
Cc1ccc(-c2cc(C(=O)NCc3ccccn3)c3ccccc3n2)cc1,-3,-1.1,-3,0,.,-1,-20,.,0.0
Cn1nnc2cc(C(=O)Nc3ccccc3F)ccc21,3,-1.2,-2,3,0.4,-5,0,-0.5,-3.7
CNCCCC1Sc2ccccc2Oc2ccccc21 (stereo not given),-16,0.4,3,-2,.,2,-6,.,-0.4
CC(=O)c1ccc(NS(=O)(=O)c2ccc3ccccc3c2)cc1,-5,1.0,-4,0,.,-4,3,i,-0.1
CCOc1ccc(Cc2n[nH]c(=S)n2N)cc1,-6,-1.4,-12,-1,.,0,-2,i,-0.1
Fc1ccc(CO/N=C/C2=C(Cl)c3ccccc3CC2)cc1,4,0.2,.,-2,.,0,-6,-0.9,-0.2
O=C1Nc2cc(C(=O)N3CCOCC3)ccc2S/C1=C/c1ccccc1F,32,.,.,-2,0.9,.,-7,i,-0.2
N#Cc1ccccc1Cn1cc(/C=C/[N+](=O)[O-])c2ccccc21,0,0.4,7,19,0.9,3,-3,-0.4,27
CC(/C=C1\SC(=S)N(NC(=O)c2cccc(O)c2)C1=O)=C\c1ccccc1,-16,3.3,17,3,1.8,3,-2,-0.5,2.5
O=C(CN1CCCCC1)N1CCc2ccccc21,-12,-1.4,-5,-6,1.5,-2,8,1.3,1.0
Cc1cc(=O)oc2cc(OCC(=O)OCC(=O)NC3CC3)ccc12,-9,-0.9,-9,-7,0.4,0,-2,0.5,0.3
O=C(CN1C(=O)CCC1=O)Nc1nc(-c2cccs2)cs1,-10,0.7,6&-3,-4,.,3,-11,.,0.0
CSc1ccccc1OCc1cc(C(=O)NCCn2ccnc2C)no1,2,0.0,-4,0,0.0,0,-4,-0.8,-2.6
Cc1ccc(/C=C/C(=O)Nc2ccccc2C(N)=O)cc1,-5,0.1,-13,0,.,4,-18,-0.2,-0.2
O=C(Nc1ccon1)c1nc[nH]c1C(=O)N1CCN(c2ccccc2)CC1,-10,-0.4,1,2,1.0,.,-3,i,-1.1
CC1(C)CC(=O)C=C(c2n[nH]nc2C2CC2)C1,-7,.,.,-3,0.2,.,3,-0.4,-0.3
CCCOc1ccccc1/C=N/NC(=O)C1CC1,12,0.5,.,-3,0.1,1,-2,i,0.5
NS(=O)(=O)c1ccc(NC(=O)COC(=O)C2(c3ccc(F)cc3)CCCC2)cc1,6,0.4,-1,-2,0.5,3,8,-0.2,-0.5
CC(=O)c1ccc(NC(=O)Nc2ccc(S(=O)(=O)N3CCCC3)cc2)cc1,6,1.1,7,1,1.9,0,6,-0.6,1.0
O=C(CCCn1nnnc1CN1CCOCC1)N1CCC(c2ccc(F)cc2)C1 (stereo not given),0,0.6,39*,4,0.0,-6,7,i,0.4
CCOC(=O)C1=C(O)C(=O)N(c2ccc(S(N)(=O)=O)cc2)C1c1ccc(Br)cc1 (stereo not given),2,1.5,5,2,2.2,6,3,0.5,-1.0
Cc1nc(NC(C)C(=O)O)c2nc(C)oc2n1 (stereo not given),13,-1.0,-12,-1,.,-2,-2,i,1.9

# Part of the list above, limited to BH1578 lux ind and PfHsp40 yeast:
mol | BH1578 lux ind | PfHsp40 yeast
CC(/C=C1\SC(=S)N(NC(=O)c2cccc(O)c2)C1=O)=C\c1ccccc1 | -0.5 | 3.3
O=C(CN1CCCCC1)N1CCc2ccccc21 | 1.3 | -1.4

# Further results follow:
SMILES,Y pestis TopoI,PfHsp40 yeast,SSB-PriA inh,Anthrax LF prot,TcdB GH inh,SARS 3CLpro inh,PrPC surface inh,BH1578 lux ind,BoNT-A LC inh2
CCc1ccc(C2C(C(=O)O)c3ccccc3C(=O)N2C)cc1 (stereo not given),-13,-0.6,-20,-12,.,-2,-5,i,-6.2
CN1C/C(=N\S(=O)(=O)c2ccccc2)N(C)C1=O,-3,0.3,.,-1,.,2,-7,-0.2,0.2
Cc1snc(S(=O)(=O)/C(C#N)=N\Nc2ccccc2)c1C#N,-3,-0.3,.,-2,.,4,0,.,1.2
CCOC(=O)N1CCN(C(=O)CNS(=O)(=O)c2cccs2)CC1,0,0.9,-18,-4,.,1,-2,-1.6,-0.1
Cc1ccc(CN(CC(=O)NC(C)(C)C)C(=O)CNC(=O)c2cccs2)cc1,3,-0.3,-12,1,-0.6,1,-3,-0.4,-0.1
Cc1ccc(CC(=O)Nc2cc(C)ccn2)cc1,8,-0.7,-12,.,-0.7,-1,2,2.3,.
CC(=O)NC(CC(=O)NC(C)c1ccc(Cl)cc1Cl)c1ccccc1 (stereo not given),7,-0.3,-13,-5,-0.6,-2,3,-0.9,-0.7
Cc1ccc(C)c(C(C)NC(=O)C2CCCO2)c1 (stereo not given),-5,-1.5,-2,-10,-1.2,2,4,-0.3,2.9
CCOc1ccc(-c2cc(CCCC(=O)NCCCOC)no2)cc1,-9,0.1,-9,-3,.,-3,6,-1.0,-0.1
Cc1cc(OCC(=O)N(C)c2c(N)n(Cc3ccccc3)c(=O)[nH]c2=O)c(C(C)C)cc1Cl,10,-1.2,-9,-2,-1.2,.,-3,-0.3,0.8
COc1ccc(CC(=O)NCCS(=O)(=O)N2CCN(c3ccc(F)cc3)CC2)cc1OC,2,-0.1,1&-15,4,-3.6,-2,9,1.0,1.3
CCN1CCN(c2ccc(S(=O)(=O)N3CCOCC3)cc2NC(=O)CCOc2ccccc2)CC1,-6,6.7,7,1,0.3,2,-10,-0.1,3.6
COc1ccc(-c2csc(NC(=O)CN3C(=O)CCC3=O)n2)c(OC)c1,1,-0.4,-4&10,2,0.5,4,0,-0.8,-0.3
Cc1cc(-c2ccccc2)nc(-c2ccccc2)c1C,8,2.3,-38,-4,1.3,4,3,-0.2,-0.2

# No new results follow: 2 of the compounds above.
SMILES,Y pestis TopoI,PfHsp40 yeast,SSB-PriA inh,Anthrax LF prot,TcdB GH inh,SARS 3CLpro inh,PrPC surface inh,BH1578 lux ind,BoNT-A LC inh2
CCc1ccc(C2C(C(=O)O)c3ccccc3C(=O)N2C)cc1 (stereo not given),-13,-0.6,-20,-12,.,-2,-5,i,-6.2
CN1C/C(=N\S(=O)(=O)c2ccccc2)N(C)C1=O,-3,0.3,.,-1,.,2,-7,-0.2,0.2

# Copied from the list:
# `CCOC(=O)N1CCN(C(=O)CNS(=O)(=O)c2cccs2)CC1` | SARS 3CLpro inh = 1
# `Cc1cc(OCC(=O)N(C)c2c(N)n(Cc3ccccc3)c(=O)[nH]c2=O)c(C(C)C)cc1Cl` | BoNT-A LC inh2 = 0.8
